Bioassay records as filed in PubChem BioAssay.
OX1R antag-1: blocks the human orexin 1 receptor; O43613; OX1R-expressing cells, FRET antagonist read-out; inhibition, % at 6.6 µM; actives 1.8% (n = 330,000); AID 485270; in the data active = inhibition mostly above about 38%, no sharp cut-off; inactive = mostly below about 40%;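 also: 0% = agonist challenge alone and 100% = reference antagonist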
Target sequence (O43613 whole entry, looked up): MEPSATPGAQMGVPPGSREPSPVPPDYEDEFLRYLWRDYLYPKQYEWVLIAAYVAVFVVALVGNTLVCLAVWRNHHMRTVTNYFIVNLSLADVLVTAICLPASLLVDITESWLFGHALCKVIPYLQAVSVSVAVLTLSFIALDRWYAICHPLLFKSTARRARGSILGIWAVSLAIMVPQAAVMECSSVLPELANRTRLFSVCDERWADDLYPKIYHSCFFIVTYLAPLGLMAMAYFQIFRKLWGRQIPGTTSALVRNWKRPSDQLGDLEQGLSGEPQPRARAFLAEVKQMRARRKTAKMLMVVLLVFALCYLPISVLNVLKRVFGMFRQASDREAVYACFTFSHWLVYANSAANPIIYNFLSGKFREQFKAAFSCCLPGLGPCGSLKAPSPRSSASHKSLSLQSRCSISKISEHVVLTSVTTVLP
OX1R antag-2: blocks the human orexin 1 receptor; CHO/OX1R cells, Fluo-8 calcium fluorescence, orexin A; inhibition, % at 5 µM; actives 0.43% (n = 330,000); AID 434989;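 active = inhibition above its plate's threshold, mean inhibition of all tested compounds on the plate plus 3 SD, cut at about 37% in these data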;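 also: 0% = orexin A challenge wells and 100% = SB-334867-A antagonist wells; not every result past the cut was called active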
Active calls of the source: *.

The opening three compounds (preview)
smiles,OX1R antag-1,OX1R antag-2
Cc1cc(C)c2nc(N3C(=O)C(O)=C(C(=O)c4ccco4)C3c3cccc(O)c3)sc2c1 (centres undefined),0,4
CCOC(=O)N1CCN(C(=O)C2CCCN(S(=O)(=O)c3ccc(C)cc3)C2)CC1 (centres undefined),15,-19
CCn1c(/C=C/N(C(C)=O)c2ccccc2)[n+](CCCS(=O)(=O)[O-])c2cc(Cl)c(Cl)cc21,9,-10

The list itself, from the start:
smiles,OX1R antag-1,OX1R antag-2
Cc1cc(C)c2nc(N3C(=O)C(O)=C(C(=O)c4ccco4)C3c3cccc(O)c3)sc2c1 (centres undefined),0,4
CCOC(=O)N1CCN(C(=O)C2CCCN(S(=O)(=O)c3ccc(C)cc3)C2)CC1 (centres undefined),15,-19
CCn1c(/C=C/N(C(C)=O)c2ccccc2)[n+](CCCS(=O)(=O)[O-])c2cc(Cl)c(Cl)cc21,9,-10
COc1ccc(C(=O)N[C@H](C(=O)OCc2nc3ccsc3c(=O)[nH]2)C(C)C)cc1,17,-6
OCCC1CN(Cc2ccon2)CCN1CCc1ccccc1 (centres undefined),23,-22
O=C(NCc1ccccc1)c1ccc(NC2=NC3CS(=O)(=O)CC3S2)cc1 (centres undefined),16,-17
CCc1cc(CC)c(/C=N/NC(N)=O)c(CC)c1/C=N/NC(N)=O,27,-3
CCNc1nc(SC(C)C(=O)Nc2ccccc2)nc(N2CCOCC2)n1 (centres undefined),12,-9
CC1(C)CC(=O)c2sc(NS(=O)(=O)c3ccc(Br)cc3)nc2C1,15,-16
COc1cc2c(cc1Cl)/C(=C\CCN(C)C)c1ccccc1S2,7,-9
Cn1c(=O)c2c(ncn2CC(=O)Nc2nccs2)n(C)c1=O,26,-13
CCN1CCc2c(sc(NC(=O)c3ccc(S(=O)(=O)N(CC)c4ccccc4)cc3)c2C(N)=O)C1,4,-11
COc1ccc(NC(=O)Nc2ccc3nonc3c2)cc1,42,0
Cc1ccc(C2CC(=O)NC(SCc3ccccc3)=C2C#N)o1 (centres undefined),16,-2
CNC(=O)Nc1cccc2cccnc12,11,-3
Cc1ccc(S(=O)(=O)NC2(C(F)(F)F)C(=O)Nc3c2c(=O)[nH]c(=O)n3-c2ccccc2)cc1 (centres undefined),9,6
CC(=O)c1cccc(NC(=O)CCc2nc3sc4c(c3c(=O)[nH]2)CCCC4)c1,20,-17
COc1ccc(OCC(=O)O/N=C(\N)c2ccc(OC)c(OC)c2)cc1,21,-16
COc1ccc(C(=O)NC(=S)Nc2ccc(S(=O)(=O)Nc3cc(C)on3)cc2)cc1OC,5,-17
O=C(CSc1ccccc1)Nc1nccs1,4,-4
CC(=O)Nc1ccc(NC(=O)CSc2n[nH]c(-c3cccs3)n2)cc1,16,-19
O=C(N1CCOCC1)N1CCN(S(=O)(=O)c2ccccc2)C1,10,2
COc1ccc(CSc2nncn2C)cc1[N+](=O)[O-],14,-4
O=C(NCC1CCCO1)c1ccc(NC(=O)c2ccc([N+](=O)[O-])cc2)cc1 (centres undefined),34,-11
CCN1CCN(c2ccc(S(=O)(=O)N3CCCCC3)cc2NC(=O)Cc2c(F)cccc2Cl)CC1,-5,-36
COc1ccc(S(=O)(=O)n2cnc3cc(C)c(C)cc32)cc1,12,-13
O=C(C1=C[C@@H]2[C@H]3C(=O)N(c4ccc(Cl)cc4)C(=O)[C@H]3[C@@H](C(=O)c3ccc(Cl)cc3)N2C=C1)c1ccccc1,5,-10
CCOc1ccc(/C=N/N2C(C)CCCC2C)cc1OC (centres undefined),10,-32
COc1ccc(NC(=O)COC(=O)c2ccc([N+](=O)[O-])o2)cc1Cl,20,-14
Cc1ccc(CN2CC(C(=O)Nc3ncccc3C)CC2=O)cc1 (centres undefined),12,-9
COc1cc(/C=N/NC(=O)Cc2nnc(N)s2)cc(OC)c1OC,9,1
CC1CCN(S(=O)(=O)c2ccc(NC(=O)c3ccncc3)cc2)CC1,16,1
CC(C)c1c(C(=O)N/N=C/c2cccc(OCc3ccc(F)cc3)c2)nnn1-c1nonc1N,-3,-9
CCc1ccccc1NC(=O)CCc1c(C)nc(SC)nc1C,20,-24
COc1cccc(CNC(=O)c2ccncc2)c1,6,9
CCCSc1nc(NCc2ccco2)c2c3c(sc2n1)COC(C)(C)C3,9,-21
CC(=O)Oc1ccc(C2OC(=O)c3ccccc3N2C(C)=O)cc1 (centres undefined),16,0
Cc1cccc(N(CC(N)=O)C2SC(=O)NC2=O)c1 (centres undefined),8,-8
Cc1nnc(SCC(=O)NC(=O)NCc2ccco2)n1Cc1ccccc1,6,5
CC(=O)Nc1ccc(NC(=S)Nc2ccc(Br)cc2)cc1,16,-6

One compound at a time, as listed above. Values in the order: OX1R antag-1 | OX1R antag-2
`CC1CCN(S(=O)(=O)c2ccc(NC(=O)c3ccncc3)cc2)CC1` as listed: 16 | 1
`CCc1ccccc1NC(=O)CCc1c(C)nc(SC)nc1C` as listed: 20 | -24
`CC(=O)Nc1ccc(NC(=S)Nc2ccc(Br)cc2)cc1` as listed: 16 | -6

Next entries:
smiles,OX1R antag-1,OX1R antag-2
CCN(CC)c1ccc(N2C(=O)c3ccccc3C2=O)cc1,27,-11
Cc1ccc(CCN2CC(C(=O)NCCN3CCOCC3)CC2=O)cc1 (centres undefined),6,7
O=C(Cn1cc([N+](=O)[O-])cn1)N1CCN(c2ccccc2)CC1,10,-5
Cc1ccc(CNC(=O)CCN2C(=O)[C@@H]3Cc4ccccc4CN3C2=O)cc1,17,-15
CCc1ccccc1N(CC(=O)NC(C)(C)CC)C(=O)CCC(=O)Nc1nccs1,17,-22
CCC(=O)NCCc1nc(-c2ccccc2)no1,5,-14
CC(=O)N/C(=C/c1ccccc1)C(=O)N1CCCCC1,23,-8
COC(=O)c1scc(C)c1NC(=O)c1ccccc1F,13,-16
CC(=O)c1ccc(NC(=O)COC(=O)CCc2ccc(S(=O)(=O)N3CCOCC3)cc2)cc1,7,2
N#CC1=C(N)N(c2ccccc2)C(c2cccc([N+](=O)[O-])c2)C1(C#N)C#N (centres undefined),14,-12
COc1ccc(CCNC(=O)c2ccco2)cc1,3,-21
O=C(CSc1nc2c(sc3ccccc32)c(=O)n1CCc1ccccc1)NCc1ccco1,13,-30
COCCN1CN(S(=O)(=O)c2ccc(Cl)cc2)c2nc3ccccc3nc21,24,-29
Cc1ccc(C)n1-c1ccc(C(=O)/C=C/N(C)C)cc1,12,17
O=C1C=C(Nc2ccccc2)C(=O)c2ccccc21,47,-34
C=CCNC(=O)C12CC3CC(C1)CC(C(=O)NCC=C)(C3)C2,10,1
N#Cc1ccc(NC(=O)CSc2n[nH]c(=O)n2C2CC2)cc1,0,-5
Cc1ccc(C(O)c2cccnc2)o1 (centres undefined),6,-3
COc1ccc(OC)c(S(=O)(=O)Nc2cccnc2)c1,5,-11
Cc1ccc(NC(=O)CN(C)C(=O)c2nn(C)c(=O)c3ccccc23)cc1,11,-1
COc1ccc(N2CCN(C3CC(=O)N(Cc4ccc(N5CCCC5=O)cc4)C3=O)CC2)cc1 (centres undefined),17,-40
COc1ccc(/C=N/NC(=O)C[n+]2ccccc2)c(OC)c1OC,0,-15
COC(=O)C(NC(=O)c1ccco1)(Nc1nc(C)cs1)C(F)(F)F (centres undefined),17,-3
CCOc1ccc(C(=O)NC(=S)Nc2ccc(N3CCOCC3)c(Cl)c2)cc1[N+](=O)[O-],21,-21
CCOc1ccc(CNc2ccc3c(c2)nc(C)n3C)cc1,2,-11
CCNC(=S)N1CCN(CCNC2=CC(=O)CC(C)(C)C2)CC1,11,-3
Cc1cccc(CN2CCN(CCCc3ccccc3)CC2)c1,10,-23
CC1CCCN(S(=O)(=O)c2ccc(Cl)s2)C1 (centres undefined),1,-6
CCN(CC)C(=O)c1[nH]cnc1C(=O)Nc1ccc(OC)cc1,9,-1
CC1(C)CC(=O)C(N=Nc2cccc(S(=O)(=O)N3CCOCC3)c2)=C(O)C1,1,-5
O=C(OCc1csc(-c2ccccc2)n1)c1cccs1,23,-11
COc1cc(-c2n[nH]c(=S)n2-c2cccc(C(F)(F)F)c2)cc(OC)c1OC,16,-6
CCC1(C)Cc2c(C#N)c(N)n(-c3ccccc3)c(=O)c2CO1 (centres undefined),6,-2
Cc1cnc(C(=O)OCC(=O)c2csc(N3CCCCC3)n2)cn1,18,-18
Cc1sc2ncnc(NCC(c3ccco3)N(C)C)c2c1C (centres undefined),7,-11
O=C1CCCC2=C1C1(O)C(=O)c3ccccc3C1(O)O2 (centres undefined),35,-7
COc1ccc(-c2nc(CN3CCC(c4ccccc4)CC3)c(C)o2)cc1OC,7,-20
CCc1ccc(C(=O)N2CCN(c3ccc(NC(=O)c4ccco4)cc3)CC2)cc1,15,-17
O=C(Nc1cccc2c1CCCC2)c1ccc(F)cc1,11,-20
COc1ccc(N(CC(=O)NC2CCCC2)C(=O)Cn2nnc(-c3ccc(F)cc3)n2)cc1OC,4,-30
Cc1c(C)[n+](=O)c2c(n1[O-])C(Br)CCC2Br (centres undefined),2,4
O=C(NC1CCCCC1)c1cccc(COCC(F)(F)F)c1,17,-7
CC(C)CN1CCN=C1Nc1ccccc1,16,-9
CNC(=O)c1cc(S(=O)(=O)Nc2ccc(C)cc2C)ccc1C,5,2
O=c1nc(N2CCCCCC2)nc(N2CCCCCC2)[nH]1,17,-16
COc1cccc(C(NC(=O)c2ccccc2F)NC(=O)c2ccccc2F)c1,7,-20
COc1ccc(NC(=O)CCCn2c(=O)c3sccc3n(Cc3ccccc3C)c2=O)cc1,18,-37
CCOC(=O)c1c(C)c(C(=O)NCCc2ccc(S(N)(=O)=O)cc2)c(C)n1CC,15,-2
CCCCN(C(=O)C1CCC1)c1c(N)n(CCC)c(=O)[nH]c1=O,4,1
Cc1cc(C)c2cc(C#N)c(N3CCCN(C(=S)NCCCN(C)C)CC3)nc2c1,8,-31
CCC1C(=O)NCCN1C(=O)c1ccc2nc(Cc3cccc(Cl)c3)oc2c1 (centres undefined),10,-1
CCCCN(C(=O)COc1ccc(C)cc1OC)c1c(N)n(CCC)c(=O)[nH]c1=O,21,-18
Cc1ccc(N2C(=O)NC(NS(=O)(=O)c3ccccc3)(C(F)(F)F)C2=O)cc1C (centres undefined),12,-6
COc1ccccc1CNC(=O)CSc1ccc(-c2cccs2)nn1,59*,-9
COc1ccc(S(=O)(=O)NCC2CCCN(C(=O)c3cccnc3C)C2)cc1 (centres undefined),8,-22
COC(=O)c1[nH]c2cc(OC)ccc2c1N=CN(C)C,5,-10
COc1cccc(CNC(=O)c2c[nH]n3c(=O)c(Cl)c(C)nc23)c1,10,-17
C=CCc1cccc(OC)c1OCCOCCn1ccnc1,20,-2
OCCC1CN(Cc2nc3c(s2)CCCC3)CCN1Cc1ccsc1 (centres undefined),19,-10
Cc1cccnc1Nc1nc(-c2ccccn2)cs1,31,15

Given with two lines to a compound: 4 of the compounds above
Below each compound: OX1R antag-1	OX1R antag-2
C=CCc1cccc(OC)c1OCCOCCn1ccnc1
  20	-2
COc1ccccc1CNC(=O)CSc1ccc(-c2cccs2)nn1
  59*	-9
COc1ccc(NC(=O)CCCn2c(=O)c3sccc3n(Cc3ccccc3C)c2=O)cc1
  18	-37
COc1ccc(S(=O)(=O)NCC2CCCN(C(=O)c3cccnc3C)C2)cc1 (centres undefined)
  8	-22

(cont.)
smiles,OX1R antag-1,OX1R antag-2
Cc1ccc(S(=O)(=O)N2CCC(=O)N(CCOCc3ccc(C(F)(F)F)cc3)CC2)cc1,45,-20
COc1ccccc1CNC(=O)COC(=O)c1ccc(-n2cnnn2)cc1,3,0
CCCNC(=O)c1ccc(Cl)c(Cl)c1,15,-14
COc1ccccc1[C@H]1C(c2cccc(Cl)c2)=NN(c2ccccc2)[C@@H]1CO,20,-1
COc1ccccc1N(CN1C(=O)c2ccccc2C1=O)C(=O)c1cccnc1,18,-15
N#Cc1cc2c(=O)n3ccccc3nc2n(CCCN2CCOCC2)c1=O,54*,-27
COc1ccc(Cc2nc3ccc(C(=O)NCCn4ccnc4C)cc3o2)cc1OC,5,-10
CC1(NC(=O)CSc2nnc(-c3ccco3)n2Cc2ccccc2)CCS(=O)(=O)C1 (centres undefined),-1,1
N#Cc1ccc(C(c2nnnn2C2CCCC2)N2CCC(Cc3ccccc3)CC2)cc1 (centres undefined),4,-17
CCOC(=O)C(C(C)=O)c1c(Br)c(O)c(O)c2c(C(=O)c3ccc(C)cc3)coc12 (centres undefined),13,13
COc1ccc(C(C#N)CCC2OCCO2)cc1OC (centres undefined),1,-3
Cc1cccc(NC(=O)CSCC(=O)N2CCN(Cc3ccc4c(c3)OCO4)CC2)c1,17,-32
CC1(C)CC(NC(=O)c2cc(S(=O)(=O)N3CCCCC3)ccc2Cl)CC(C)(C)N1,24,-17
CN(C)C(=O)c1ccc(Nc2nc(-c3cccs3)nc3ccccc23)cc1,40,-23
CC(=O)N1CCN(C2=NC(=O)/C(=C\c3cccs3)S2)CC1,41*,1
CC[C@]1(c2ccccc2OC)ON(c2ccccc2C(F)(F)F)C1=O,-2,2
CC(C)CCNC(=O)C1CCN(c2nnc(-n3cccc3)s2)CC1,12,-21
CC(C)CCNC(=O)c1cccc(S(=O)(=O)N2CCc3ccccc32)c1,0,-31
O=C(CSC1=NCCS1)N1CCc2ccccc21,3,-24
O=C1CC(NCc2ccncc2)C(=O)N1c1ccccc1 (centres undefined),6,-2
O=C(CCc1c[nH]c2ccccc12)N=Nc1c(O)[nH]c2ccccc12,41,-22
